APE1 inh – inhibitors of human APE1 endonuclease. recombinant APE1, TAMRA/BHQ-2 abasic DNA cleavage fluorescence. Potency, µM (titrated, usually from 65.8 µM), for the others: at the top dose activity change, negative = inhibition, most hits filed as inhibitors. 0.35% of 350,000 active. AID 2517;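 further: potency means the concentration at half of the fitted maximal effect; plate controls were vehicle for no effect and reference inhibitor for full effect; nearly all actives have a fitted effect of over 55% in size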
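Kinetic fluorescence read (525 ex/598 em nm, three reads 60 s apart) of AP-site incision; signal = third minus first read. Enzyme 0.75 nM, dual-labelled THF duplex 50 nM, compound preincubation 15 min RT.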
ALOX12 inh – blocks human arachidonate 12S-lipoxygenase. P18054. purified 12hLO, xylenol orange hydroperoxide absorbance. Potency, µM (doses to about 108 µM), for inactives: top-dose activity change, negative = inhibition, hits mostly inhibitors. 1.1% of 580,000 active; further: potency means the concentration at half of the fitted maximal effect; on the % scale 0 is the no-effect control and ±100 the full control effect
Target sequence (P18054 whole entry, looked up): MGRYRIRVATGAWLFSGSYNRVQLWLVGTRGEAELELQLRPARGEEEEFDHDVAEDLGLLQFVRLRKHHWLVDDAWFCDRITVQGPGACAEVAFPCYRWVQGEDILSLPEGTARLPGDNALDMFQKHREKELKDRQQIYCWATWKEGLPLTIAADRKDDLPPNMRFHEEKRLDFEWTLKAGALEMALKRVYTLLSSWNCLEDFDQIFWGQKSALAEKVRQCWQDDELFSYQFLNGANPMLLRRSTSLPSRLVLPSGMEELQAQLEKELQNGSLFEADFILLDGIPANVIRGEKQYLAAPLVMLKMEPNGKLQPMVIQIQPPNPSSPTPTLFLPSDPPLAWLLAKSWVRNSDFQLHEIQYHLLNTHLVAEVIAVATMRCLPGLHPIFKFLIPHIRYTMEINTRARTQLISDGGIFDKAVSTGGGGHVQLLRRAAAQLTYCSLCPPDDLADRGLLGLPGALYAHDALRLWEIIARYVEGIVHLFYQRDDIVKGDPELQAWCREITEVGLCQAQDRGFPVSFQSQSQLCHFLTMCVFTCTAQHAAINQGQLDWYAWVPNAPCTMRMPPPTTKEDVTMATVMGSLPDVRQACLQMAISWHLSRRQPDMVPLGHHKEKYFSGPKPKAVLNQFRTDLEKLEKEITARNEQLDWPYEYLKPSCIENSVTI
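Hydroperoxide product was detected by ferrous iron/xylenol orange as the 573 to 405 nm absorbance ratio. Arachidonic acid at 40 uM (final) was turned over for 30 min at room temperature by 150 nM human 12hLO, pH 7.0 Hepes buffer, after 15 min compound preincubation.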
Anesthetic bind – candidate novel general anesthetic via apoferritin binding | AID 485281 | apoferritin/1-aminoanthracene competitive binding, fluorescence | 0.074% of 350,000 active | Potency, µM (highest dose often 77.5 µM), for inactives: at the highest dose activity change, negative = displacement, hits mostly inhibitors; further: potency means the concentration at half of the fitted maximal effect; on the % scale 0 is the no-effect control and ±100 the full control effect; nearly all actives have a fitted effect of over 20% in size
Target sequence (P02791 2-175 limits assumed): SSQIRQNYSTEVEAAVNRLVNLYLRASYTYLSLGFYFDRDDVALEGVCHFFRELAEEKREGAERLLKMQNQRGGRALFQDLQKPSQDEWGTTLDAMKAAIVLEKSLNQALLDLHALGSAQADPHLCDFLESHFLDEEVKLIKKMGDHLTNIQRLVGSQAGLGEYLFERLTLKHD
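Probe: 1-aminoanthracene (50% saturated, PBS). Protein: horse-spleen apoferritin, 10 uM. Incubation: 10 min, room temperature. Detection: 380 nm excitation, 535 nm emission. Analysis: normalized response, four-parameter Hill.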
Pol beta inh – DNA polymerase beta (human) inhibition. P06746. Pol beta primer extension/strand displacement, fluorescence kinetic. Potency, µM (doses to about 114 µM), inactives show at the highest dose activity change, negative = inhibition, actives largely listed as inhibitors. 1.3% of 340,000 active; further: potency means the concentration at half of the fitted maximal effect; on the % scale 0 is the no-effect control and ±100 the full control effect
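Curves were derived by four-parameter Hill fits of normalized qHTS data. The kinetic fluorescent primer-extension read was taken at 0 and 10 min after 50 nM substrate, following a 15 min room-temperature preincubation of 10 nM enzyme with compounds.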
RGS4 inh – blocks human RGS4-accelerated GTP hydrolysis; P49798; Transcreener GDP fluorescence polarization, RGS4-accelerated GTP hydrolysis; Potency, µM (highest dose often 114 µM), for inactives: at the top dose activity change, negative = inhibition, usual class: inhibitors; 0.039% of 390,000 active; further: potency means the concentration at half of the fitted maximal effect; on the % scale 0 is the no-effect control and ±100 the full control effect; nearly all actives have a fitted effect of over 75% in size; some results filed as inactive show a strong effect at the top dose
Target sequence (P49798 whole entry, looked up): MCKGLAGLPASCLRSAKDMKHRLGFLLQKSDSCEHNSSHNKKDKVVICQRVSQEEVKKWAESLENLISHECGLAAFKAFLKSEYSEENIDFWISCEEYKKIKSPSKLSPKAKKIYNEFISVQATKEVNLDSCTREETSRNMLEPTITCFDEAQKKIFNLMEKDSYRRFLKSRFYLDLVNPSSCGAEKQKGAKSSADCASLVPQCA
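MLSMR compounds (23 nl, pin-transferred) preincubated 10 min at room temperature with a 500nM (2x) first reagent, then RGS4 at 900nM (2x) plus Transcreener GDP mix added; fluorescence polarization (620/688 nm) read before and after 90 min at 30 °C.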
Pol eta inh – DNA polymerase eta (human) inhibition; Q9Y253; recombinant Pol eta, fluorescent DNA replication assay; Potency, µM (titrated, usually from 114 µM), for the others: at the top dose activity change, negative = inhibition, usual class: inhibitors; 1.2% of 390,000 active; AID 588591; further: potency means the concentration at half of the fitted maximal effect; on the % scale 0 is the no-effect control and ±100 the full control effect
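Pol eta (10 nM) was preincubated with compounds for 15 min at room temperature, after which fluorescent replication substrate (50 nM final) was added to start the reaction. Fluorescence was read kinetically at 0 and 10 min.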
Pol kappa inh – blocks human DNA polymerase kappa activity | Potency, µM (top dose mostly 107 µM), inactives show top-dose activity, negative = inhibition, most hits filed as inhibitors | purified Pol kappa, fluorescent DNA synthesis assay, 10 min | 0.53% of 400,000 active; further: potency means the concentration at half of the fitted maximal effect; on the % scale 0 is the no-effect control and ±100 the full control effect
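Kinetic fluorescence screen: compound preincubated 15 min RT with 10 nM enzyme; 50 nM substrate (final) initiates; reads at 0/10 min.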
LDHA inh – blocks human lactate dehydrogenase A | purified LDHA, NADH/diaphorase-resazurin fluorescence; active compounds read low | activity change, % (values are at about 110 or 230 µM) | 0.15% of 480,000 active | P00338 | AID 1347041; in the data active means activity change below about -30%; inconclusive means mostly about -25% to -30%;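 further: plate controls were DMSO wells for no effect and wells without enzyme for full effect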
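Human LDH5 at 2 nM final in Tris HCl pH 7.4 with 0.06 mM NADH and 0.2 mM pyruvate, reacted 5 minutes at room temperature. Remaining NADH coupled via diaphorase/resazurin; resorufin fluorescence read at 0 and 20 minutes, normalized to enzyme-free and DMSO wells.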
ERG Ets-DNA blk – inhibitors of human ERG Ets domain-DNA interaction | P11308 | 0.028% of 370,000 active | fluorescence polarization, His-ERG Ets domain / labelled DNA | Potency, µM (highest dose often 76.9 µM), without a hit: at the highest dose FP activity, negative = inhibition, actives largely listed as inhibitors; active means well fitted inhibition curve with a large enough effect in the polarisation, with a control signal flat; inconclusive means small, poorly fitted or top-dose-only effect, or effect the other way, or a change in a side signal; inactive means no such curve, though single readings can be large or run the other way; the % refers to the polarisation;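 further: polarization taken with two DNA probes labelled with fluorescein and Texas red; potency means the concentration at half of the fitted maximal effect; % of control where 0% means no effect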
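His-tagged ERG Ets domain (1 uM in the protein solution; 300mM KCl, 50mM Tris-HCl, 1mM EDTA, 1mM DTT, pH 7.5) received compound, then a probe mix of 5 nM fluorescein-DNA and 100nM Texas-615-DNA. Fluorescence polarization was read for both dyes.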
* marks the source's active call; other numbers are inactive results; i = inactive; ? = inconclusive; · = not tested or not shown; [ ] = remark or other dose. Unless noted, the call rests on the fitted dose curve; in most records, active means well fitted curve in the direction sought with a large enough effect; inconclusive means small, poorly fitted or top-dose-only effect, or another doubt; inactive means no such curve, though single readings can be large; an effect the other way counts as inactive or inconclusive. The list is partial. The share of hits here may be higher or lower than overall.

SMILES	APE1 inh	ALOX12 inh	Anesthetic bind	Pol beta inh	RGS4 inh	Pol eta inh	Pol kappa inh	LDHA inh	ERG Ets-DNA blk
Cc1cc(C)n(-c2nc3ccccc3nc2Nc2ccc3c(c2)OCO3)n1	-15%	-3%[57.4 µM]	-3%	-26%	3%	-19%	0%	-15	2%
CCC(=O)Nc1nonc1-c1nc2ccccc2n1Cc1cccc2ccccc12	-4%	20%	8%	-2%	-20%	-5%	0%	-2	6%
S=C(NCCCN1CCOCC1)N1CCN(c2nc(-c3ccccc3)cs2)CC1	4%	-4%	-8%	-5%	32%	-14%	-2%	-11	-2%
O=C(Nc1cccc(F)c1)C1CCN(c2nc3ccccc3nc2C(F)(F)F)CC1	·	?	2%	-20%	-16%	-21%	-15%	-2	-2%
CC(C)OC(=O)CSc1nnnn1-c1ccc2c(c1)OCCO2	-4%	1%	-10%	10%	1%	-4%	-9%	-7	·
O=C1C2CCCN2C(=S)N1C1CCCCC1 (stereo not given)	-4%	-21%	-12%	2%	-18%	-13%	-18%	-9	0%
CC(C)Nc1c([N+](=O)[O-])c(=O)oc2ccccc12	-2%	20%	-12%	-3%	22%	-17%	8%	-1	-6%
C/C(=N\NC(=O)C1CC1c1ccccc1)c1cccc([N+](=O)[O-])c1 (stereo not given)	-2%	18%	?	3%	-5%	-6%	-6%	-1	5%
O=C1OC(c2ccccc2)=C/C1=C/N1CCOCC1	0%	?	-8%	21%	-25%	14%	-13%	1	·
Cc1cccnc1NC(=O)C(c1ccccc1)c1ccccc1	0%	?	-10%	-2%	33%	1%	1%	0	19%
CC(=O)N1CCCc2cc(S(=O)(=O)N3CCCC(C(=O)Nc4cccc(C)c4)C3)ccc21 (stereo not given)	16%	-3%	2%	1%	-6%	-13%	10%	0	-4%
COc1ccccc1NC(=O)c1ccc(C(=O)Nc2ccccc2OC)nc1	52%[activator]	?	-10%	-25%	10%	-18%	-10%	-3	10%
C=CCn1c(=S)sc2c(=O)[nH]c(C)nc21	4%	169%[activator]	4%	0%	6%	5%	-3%	-6	-14%
CC(C)(C)NC(=O)Cn1c(=O)n(CC(=O)NC(C)(C)C)c2ccccc21	30%[activator]	?	-6%	3%	-4%	-6%	-3%	-9	-9%
O=C(CSc1nc(=O)[nH]c2c1CCCC2)Nc1cc(C(F)(F)F)cc(C(F)(F)F)c1	11%	-16%	·	·	-23%	-6%	-3%	-3	-6%
O=C(CCNS(=O)(=O)c1cccs1)N1CCCCCC1	-6%	0%	-9%	21%	-51%	-5%	-14%	-1	12%
COc1ccc(NC(=O)COc2ccc(C)cc2)c([N+](=O)[O-])c1	-6%	2%	-7%	-20%	20%	-6%	5%	-7	-8%
CCN(CC(=O)NCc1ccc(Cl)cc1)C(=O)CSc1ccccc1	29%	?	·	·	1%	-16%	0%	-2	11%
O=C(O)CNCC1COc2ccccc2O1 (stereo not given)	-7%	?	-8%	23%	10%	-3%	-2%	-6	-1%
COc1cc2[nH]c(C(=O)NCc3ccccc3)cc2c(OC)c1OC	16%	-5%	-10%	11%	5%	-6%	-14%	-2	-14%
O=C(NCCN1CCOCC1)c1cccc(S(=O)(=O)N2CCCCC2)c1	·	i	·	·	-29%	1%	-9%	-6	-10%
CCOc1ccc(S(=O)(=O)NCC(c2cccs2)S(=O)(=O)c2ccc(C)cc2)cc1 (stereo not given)	·	-12%	30%	?	-45%	-20%	-5%[60.1 µM]	4	-10%
COc1cccc2cc(-c3csc(-c4ccc(Cl)cc4)n3)c(=O)oc12	·	-31%	1%	8%	10%	-7%	-9%[60.1 µM]	-10	1%
O=Cc1ccc(OCc2cccc(C(F)(F)F)c2)cc1O	-9%	-19%	?	?	-8%	-18%	-4%	4	-2%
COc1ccc(CN2CCN(C(=O)c3ccco3)CC2)c(OC)c1OC	·	0%	·	·	16%	-8%	-8%	-11	-1%
CN1CCN(CC(=O)N2c3ccccc3C(C)(c3ccc(Cl)cc3)CC2(C)C)CC1 (stereo not given)	5%	4%	-18%	3%	24%	-12%	-7%	-8	-7%
Cc1ccc(SCCNC(=O)c2ccc(CN3CCOCC3)cc2)cc1	5%	-2%	-13%	10%	-1%	-16%	-5%	-2	-6%
Cc1ccc(Cl)cc1N1CCN(c2nc3ccc(C(=O)c4ccccc4)cc3n3cnnc23)CC1	·	-13%	-12%	7%	9%	6%	2%	-6	-12%
C[C@@H]1ON(C)[C@H]2C[C@H]3c4cc(-c5cccc(F)c5)ccc4CCN3C(=O)[C@@H]12	·	?	·	·	-13%	-16%	8%	-3	-2%
O=S(=O)(c1ccc(Br)cc1)c1nc(-c2ccco2)oc1SCc1ccccc1F	·	6%	-6%	33%	-13%	-10%	-24%	-3	1%
COc1ccccc1NC(=O)c1ccc(NC(=O)CSc2ncccn2)cc1	-7%	7%	-9%	-20%	-6%	-1%	-21%	-8	-1%
COc1ccc2c(c1OC)C(=O)N(c1ccc(O)cc1)C2=O	-4%	15%	-3%	-1%	32%	-22%	3%	-8	9%
CCc1ccccc1NC(=O)C1CCCN1S(=O)(=O)c1ccc(-c2ccc(=O)[nH]n2)s1 (stereo not given)	82%[activator]	0%	-15%	-28%	3%	40µM*	-25%	-3	12%
CCOc1ccccc1NC(=O)COC(=O)CNS(=O)(=O)c1ccc(C)cc1	1%	0%	-7%	38%	-4%	-13%	-10%	-6	9%
Cc1ccc(-c2nc(CS(=O)(=O)CC(=O)Nc3ccc(Br)cc3F)c(C)o2)cc1	·	?	?	18%	-12%	-21%	-1%	1	8%
NC1=NC(=O)/C(=C/c2ccccc2OCC(=O)Nc2ccc(F)cc2)S1	21%	-23%	·	·	?	?	-19%	0	5%

Arranged by value in ALOX12 inh (smallest number first): three from the list above.
structure	APE1 inh	ALOX12 inh	RGS4 inh	Pol eta inh	Pol kappa inh	ERG Ets-DNA blk
COc1ccc(CN2CCN(C(=O)c3ccco3)CC2)c(OC)c1OC	·	0%	16%	-8%	-8%	-1%
O=S(=O)(c1ccc(Br)cc1)c1nc(-c2ccco2)oc1SCc1ccccc1F	·	6%	-13%	-10%	-24%	1%
COc1ccc2c(c1OC)C(=O)N(c1ccc(O)cc1)C2=O	-4%	15%	32%	-22%	3%	9%

Next structures follow.
SMILES	APE1 inh	ALOX12 inh	Anesthetic bind	Pol beta inh	RGS4 inh	Pol eta inh	Pol kappa inh	LDHA inh	ERG Ets-DNA blk
Cc1ccc(-c2cc(C(=O)N3CCCc4ccccc43)c3ccccc3n2)cc1	18%	14%	-16%	13%	-4%	-3%	-16%	-6	1%
COCCOc1cc(-n2ccnc2SC)c(Cl)cc1Cl	-1%	85%[activator]	0%	-19%	-24%	-16%	-3%	-5	-3%
Cc1ccnc(NC(=O)c2ccc3c(c2)S(=O)(=O)c2ccccc2C3=O)c1	3%	?	21%	-5%	2%	-18%	6%	-4	-12%
Cn1cc(/C=N\O)nc2c(=O)n(-c3ccccc3)c(=O)nc1-2	-5%	0%	-10%	-9%	2%	1%	0%	32	0%
CC(NC(=O)CC1Nc2ccccc2NC1=O)c1ccccc1 (stereo not given)	2%	?	-12%	4%	2%	-14%	-11%	-4	0%
CCOc1ccc(C(=O)NC(=S)NCc2cccnc2)cc1[N+](=O)[O-]	-1%	-3%	3%	-1%	2%	-17%	-8%	-13	-12%
CCOC(=O)c1c(S(=O)(=O)N2CCCC(C)C2)c(C)n(C)c1C (stereo not given)	99%[activator]	3%	-1%	1%	-1%	-11%	9%	3	13%
CC(=O)n1c(=O)c2ccccc2c(=O)n1-c1ccccc1	8%	0%	-8%	-21%	-23%	-21%	-29%	-8	12%
CN(C)CC(C)(C)CNC(=S)Nc1cc(S(=O)(=O)N2CCOCC2)ccc1Cl	5%	305%[activator]	-10%	5%	-11%	-1%	-21%	-1	-2%
COc1ccc(/C=C(\C#N)C(=O)NCC(c2ccc(F)cc2)N2CCOCC2)cc1 (stereo not given)	1%	-12%	-8%	-4%	13%[11.4 µM]	-14%	5%	-2	12%
Cc1cc(C(=O)COC(=O)c2ccccc2NCCO)c(C)n1CC1CCCO1 (stereo not given)	41%[activator]	-13%	16%	-5%	-3%	4%	-23%	-2	5%
CCn1c2ccccc2c2nc3cc(C(=O)O)ccc3nc21	-2%	-28%	-2%	2%	15%	-4%	-8%	-11	-7%
CCN(c1ccc(NC(=O)CCNC(=O)c2ccco2)cc1)C(C)C	-6%	-7%	1%	-14%	-29%	-13%	-26%	-2	13%
Cc1nc2sc(C(c3cccs3)N3CCC(C(N)=O)CC3)c(O)n2n1 (stereo not given)	-4%	11%	3%	3%	-5%	-14%	-3%	0	5%
Cc1ccccc1Nc1nc(N)nc(COC(=O)CCNS(=O)(=O)c2ccccc2)n1	50%[activator]	-15%	·	·	-32%	-19%	-3%	1	-2%
O=c1[nH]c(=O)n(Cc2ccco2)c2c1C(C(F)(F)F)(C(F)(F)F)N=C(CCC1CCCCC1)N2	-2%	0%	-19%	28%	19%	4%	2%	0	3%
O=C(CNC(=O)c1ccco1)OCc1ccc(Cl)cc1	24%	0%	-3%	29%	-10%	-17%	4%	-1	-2%

Compound activity deposited in PubChem by National Center for Advancing Translational Sciences (NCATS).
